# Screening data as filed in PubChem BioAssay.
# DT40 TDP1 no CPT: qHTS for Inhibitors of human tyrosyl-DNA phosphodiesterase 1 (TDP1): qHTS in cells in absence of CPT; Potency, µM (top dose mostly 46.2 µM), without a hit: at the highest dose activity change, negative = growth inhibition, most hits filed as inhibitors; hit rate 15% among 420,000; AID 686978, 2013; DT40 Tdp1-/- hTDP1 cells, no CPT, ATP luminescence, 48 h; further: nearly all actives have a fitted effect of over 55% in size
#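 A cellular qHTS used chicken DT40 cells lacking endogenous Tdp1 but carrying stably transfected human TDP1. Compounds were applied without camptothecin, and cell growth kinetics were judged by ATP-dependent luminescence after ≥48 hr.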
# TDP1 block: inhibitors of human tyrosyl-DNA phosphodiesterase TDP1 | Q9NUW8 | recombinant TDP1, AlphaScreen DNA substrate cleavage | Potency, µM (titrated, usually from 130 µM), for the others: top-dose activity change, negative = inhibition, hits mostly inhibitors | hit rate 0.28% among 350,000; further: nearly all actives have a fitted effect of over 40% in size
# Target sequence (Q9NUW8 whole entry, looked up): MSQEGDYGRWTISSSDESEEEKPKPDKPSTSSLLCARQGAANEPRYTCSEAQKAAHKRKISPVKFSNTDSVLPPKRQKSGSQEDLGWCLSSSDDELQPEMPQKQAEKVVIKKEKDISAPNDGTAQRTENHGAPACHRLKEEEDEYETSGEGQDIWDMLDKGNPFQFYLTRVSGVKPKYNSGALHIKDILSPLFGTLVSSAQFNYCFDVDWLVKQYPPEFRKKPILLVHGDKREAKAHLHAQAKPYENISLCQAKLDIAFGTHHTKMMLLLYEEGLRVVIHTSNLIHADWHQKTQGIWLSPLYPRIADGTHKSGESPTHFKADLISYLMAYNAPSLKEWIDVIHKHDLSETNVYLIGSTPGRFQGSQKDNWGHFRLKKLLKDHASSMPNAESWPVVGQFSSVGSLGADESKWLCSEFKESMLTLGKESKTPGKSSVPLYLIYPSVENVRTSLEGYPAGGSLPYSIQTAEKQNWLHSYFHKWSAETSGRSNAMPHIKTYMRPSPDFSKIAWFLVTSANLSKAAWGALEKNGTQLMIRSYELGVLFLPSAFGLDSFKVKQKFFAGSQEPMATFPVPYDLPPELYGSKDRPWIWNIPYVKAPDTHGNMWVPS
#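 Recombinant E. coli-expressed Tdp1 (1 nM) preincubated with compound 15 min at RT, then 5'-biotin/3'-phosphotyrosine-FITC DNA substrate (15 nM) added for 5 min. AlphaScreen beads (10 ug/ml) added, 10 min RT; tyrosine-FITC cleavage read as signal loss.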
# GCN5L2 inh: blocks human GCN5L2 histone acetyltransferase; hit rate 0.21% among 390,000; Potency, µM (doses to about 58.9 µM), for the others: at the top dose activity change, negative = inhibition, most hits filed as inhibitors; GCN5L2 HAT assay, ThioGlo1 CoA-SH fluorescence
#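 GCN5L2 (20 nM) in 50mM HEPES pH 7.5, 0.1mM EDTA, 0.01% Tween-20 preincubated 15 min with compounds at room temperature. Reaction started with H3(1-25) 75uM, acetyl-CoA 70uM, ThioGlo1 50uM; CoA-thiol fluorescence (Ex340/Em540) read at 0 and 20 min.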
# An asterisk follows results filed as active; ? = inconclusive; . = not tested or not shown; [ ] = another dose, or the depositor's remark. The call rests on the fitted dose curve; in most records, active means well fitted curve in the direction sought with a large enough effect; inconclusive means small, poorly fitted or top-dose-only effect, or another doubt; inactive means no such curve, though single readings can be large; an effect the other way counts as inactive or inconclusive. On the % scale 0 is the no-effect control and ±100 the full control effect; potency means the concentration at half of the fitted maximal effect.
SMILES,DT40 TDP1 no CPT,TDP1 block,GCN5L2 inh
O=C(Nc1ccc(F)cc1)c1cccc(N2C(=O)C3C4C=CC(C5CC45)C3C2=O)c1 (centres undefined),?,3%,-2%
COCCNC(=O)c1cccc(OC2CCN(C(C)COc3ccccc3)CC2)c1 (centres undefined),1%,.,3%
CN(Cc1c(C(=O)N2CCc3ccccc3C2)nc2ccc(Cl)cn12)C(C1CC1)C1CC1,3%,6%,-7%
CCSc1nc(-c2cccs2)nc2ccccc12,18µM*,-3%,-4%
NS(=O)(=O)c1ccc(CNC(=O)CSc2nc3ccc(Cl)cc3[nH]2)cc1,0%,.,0%
O=C(CN1C(=O)CCSc2ccc(S(=O)(=O)N3CCOCC3)cc21)Nc1ccccc1Cl,-29%,-5%,-9%
COc1ccc(/C=C/C(=O)NC(=S)NNC(=O)c2cc(OC)c(OC)c(OC)c2)cc1,9.2µM*,.,-8%
CSCCC(NS(=O)(=O)c1ccc2c(c1)oc(=O)n2C)C(=O)NCc1ccc(C)cc1 (centres undefined),17%,.,4%
CCN(CC)S(=O)(=O)c1ccc(OC)c(NS(=O)(=O)Cc2ccccc2)c1,-3%,.,-2%
Cc1cc(NC(=O)CSc2nc3c(sc4ccccc43)c(=O)n2CCc2ccccc2)n[nH]1,?,5%,-4%
O=C(Nc1ccc2c(c1)OCCO2)c1cc(-n2cnnc2)ccc1Cl,-27%,3%,-3%
CCN(CCNC(=O)C1CCN(S(C)(=O)=O)CC1)c1ccccc1,-11%,0%,-1%
COc1cc2ccccc2cc1C(=O)OCC(=O)c1c(N)n(C)c(=O)n(C)c1=O,?,0%[56.1 µM],-1%
O=C(O)CC(c1ccccc1)n1cnnn1 (centres undefined),-14%,3%,-1%
CN(CC(=O)Nc1ccc(Cl)c(C(F)(F)F)c1)C(=O)CCN1C(=O)C2CC=CCC2C1=O (centres undefined),?,.,2%
COc1ccc(S(=O)(=O)NC(C)C(=O)O)cc1 (centres undefined),-18%,6%,-2%
CC(C)NC(=O)CCCc1c[nH]c2ccccc12,2%,8%,-1%
C/C(=N\NC(=O)c1nnn(-c2nonc2N)c1-c1ccccc1)c1ccco1,-4%,2%,-3%
O=C(O)COc1ccc(/C=N/n2cnc3scc(-c4cccs4)c3c2=O)cc1,-12%,6%,-3%
CC(C)OCCCNC(=O)c1ccc2c(c1)S(=O)(=O)c1ccccc1C2=O,?,2%,-3%
O=C(NCc1ccccn1)c1cccc(NS(=O)(=O)c2cccc(F)c2)c1,1.5µM*,4%,-1%
Cn1c(=O)c2c(SCc3ccccc3)nc(C3CC3)nc2n(C)c1=O,?,2%,-17%
S=C1N(c2ccccc2)C(c2cccc3ccccc23)N2CCCN12 (centres undefined),-34%,-2%,-9%
CC1Oc2ccccc2C=C1/C=N/NC(=O)c1ccccc1 (centres undefined),26µM*,0%,11%
CCOC(=O)c1c(C)[nH]c(C)c1S(=O)(=O)N1CCN(c2ccc(Cl)cc2)CC1,?,8%,-9%

# The list continues.
SMILES,DT40 TDP1 no CPT,TDP1 block,GCN5L2 inh
O=C(NC(=S)NC1CCCCC1)c1ccccc1,?,9%,-11%
COc1ccccc1-c1cncnc1N1CCN(C)CC1,-19%,.,-5%
C#CCOCCOCCOCCNc1nc(N2CCN(C(=O)C([C@@H](C)O)n3cc([C@@H](N)CCCCN)nn3)CC2)nc(N2CCN(C(=O)[C@H](CC(N)=O)n3cc(C(N)[C@@H](C)CC)nn3)CC2)n1 (some centres undefined),9%,1%,-1%
Cc1ccc(-c2noc(-c3nnn(CC(=O)Nc4cc(C)cc(C)c4)c3N)n2)cc1,1.5µM*,3%,-23%
COc1cc2cc(CCCOC(=O)c3ccc(C(F)(F)F)cc3)oc(=O)c2cc1OC,-21%,0%,-2%
COc1ccc(Cl)cc1C(=O)OCC(=O)N(CC(C)C)c1c(N)n(Cc2ccccc2)c(=O)[nH]c1=O,0%,1%[0.505 µM],-2%
COc1ccccc1N1CCN(CCCn2c(=S)[nH]c3ccccc3c2=O)CC1,9.2µM*,.,2%
CCc1ccc2c(c1)[C@H]1OCC[C@H]1[C@@H](c1cccs1)N2,7.3µM*,0%,-8%
C=CCNC(=O)/C(C#N)=C/c1c(N2CCN(c3ccccc3)CC2)nc2c(C)cccn2c1=O,?,.,9%
CCOC(=O)c1nc2cc3n(c(CC(C)C)c-2c1C)CC(C)=C3C,?,0%,-3%
COc1ccc(C/C(=N\O)c2ccc(OC)cc2)cc1,-8%,0%,-12%
NC(=O)c1ccc(N2CCNC(=O)C2)c([N+](=O)[O-])c1,15%,-4%[0.0935 µM],-5%
CCn1cc(C(=O)N2CCCC(N3CCN(c4ccccc4C)CC3)C2)cn1 (centres undefined),1%,2%,-3%
CC(=O)NC1=NN(C(C)=O)C(c2cccs2)S1 (centres undefined),2%,0%,-3%
O=C(COC(=O)Cc1ccccc1F)NNC(=O)c1ccc(Cl)cc1,-7%,74%[activator],-3%
O=C(CCNC(=O)Cn1cnc2ccccc2c1=O)NCC1CCCO1 (centres undefined),-13%,0%,4%
Cc1nonc1CN(C)C(=O)c1cc(COc2ccc(F)cc2Cl)on1,-13%,-7%,-22%
CC1=C(C(=O)NC(C)CCc2ccccc2)C2(CCC(C)CC2)OC1=O (centres undefined),-29%,4%,-4%
COc1ccccc1NC(=O)Nc1ccc(Cl)c(S(=O)(=O)Nc2ccccc2OC)c1,-17%,6%,-11%
O=C(c1ccc(S(=O)(=O)Nc2ccccc2)cc1)N1CCC1,-20%,-2%,3%
O=C(N/N=C/c1cccs1)C(=O)Nc1cccc(Cl)c1,?,-3%,1%
O=C(CSc1nnc2c(n1)[nH]c1ccccc12)Nc1ccc2c(c1)OCO2,?,5%,-4%
CC1(c2ccc3c(c2)OCO3)NC(=O)N(CC(=O)NCCC2=CCCCC2)C1=O (centres undefined),0%,2%,-3%
S=C(Nc1cccc(Cl)c1)Nc1cccc2cnccc12,18µM*,-2%,-3%
COc1ccc(CC(=O)NCC2CCCN(Cc3ccc(SC)cc3)C2)cc1 (centres undefined),-30%,.,-4%

# Going on with the list.
SMILES,DT40 TDP1 no CPT,TDP1 block,GCN5L2 inh
Clc1ccc(OCc2nc(-c3ccncc3)no2)c(Br)c1,?,3%,-1%
CCc1c(C)nc(N2CCN(Cc3ccc4c(c3)OCO4)CC2)[nH]c1=O,-14%,.,39%
CCc1ccccc1NNC(=O)c1snnc1C,?,10%,-7%
Cc1c(C#N)c(O)[nH]c(=O)c1N=Nc1ccc(Br)cc1C(=O)O,-26%,.,-13%
Clc1ccc(/C=N/Nc2ncnc3ccccc23)cc1Cl,21µM*,8%,15%
CCN(CC)CCNC(=O)c1cc2c(=O)n(CC)c3ccccc3c2s1,18µM*,.,-4%
CC1(C)Cc2c(sc3ncn4c(=S)[nH]nc4c23)CO1,-10%,11%,22µM*
O=C(CCS(=O)(=O)c1cc(Br)cc2c1N(C(=O)C1CC1)CC2)NCc1ccccc1Cl,-16%,-2%,-6%
CCc1cccc2c(N=O)c(O)[nH]c12,-17%,1%,2%
COc1cccc(C2c3c(oc4ccccc4c3=O)C(=O)N2CCCN2CCOCC2)c1 (centres undefined),-28%,1%,2%
C=CCN1C(=O)c2ccc(C(=O)Nc3ccccn3)cc2C1=O,1%,1%,0%
CC1CCN(c2c(NCc3ccc(C(=O)NCc4ccco4)cc3)c(=O)c2=O)CC1,-2%,-5%,-5%
COC(=O)c1ccccc1NC(=O)C1CCN(S(C)(=O)=O)CC1,-4%,0%,-17%
COc1ccc(C2/C(=C(/O)c3ccc4c(c3)CC(C)O4)C(=O)C(=O)N2Cc2ccncc2)cc1 (centres undefined),2%,7%,-21%
CCn1c(=O)c2cc(C(=O)NCC(OC)OC)sc2c2ccccc21,?,.,-2%
CC(=O)NC1(C(F)(F)F)C(=O)N(Cc2ccccc2)C2=C1C(=O)CC(C)(C)C2 (centres undefined),0%,-4%,-9%
C/C(=N\NC(=S)Nc1ccc(C(C)C)cc1)c1ccc2c(c1)OCO2,23µM*,8%,1%
COc1ccc(N2CCN(C(=O)c3c(C)oc4ncn(CC(C)C)c(=O)c34)CC2)cc1,?,0%,-4%
O=C(O)c1cccc(NC(=O)C2C3C=CC(C3)C2C(=O)O)c1 (centres undefined),-19%,-5%,-4%
Cc1ccc(C)c(S(=O)(=O)N2CCC(c3nc4c(nnn4Cc4ccc(F)cc4)c(=O)[nH]3)CC2)c1,?,0%,-20%
O=C1Nc2ccc(Br)cc2C1(O)Cc1ccccn1 (centres undefined),-2%,-2%,-3%
Cc1nn(Cc2c(Cl)cccc2Cl)c(C)c1NC(=O)c1cc(C(C)C)on1,21µM*,5%,1%
Cc1ccc2c(c1)N(CC(=O)NCCc1c[nH]c3ccccc13)C(=O)CO2,-2%,9%,-2%
Cn1c(SCC(=O)C(C)(C)C)nnc1-c1ccncc1,4%,6%,-2%
O=C(NCCO)c1ccc2c3n(nc2c1)-c1ccc(Cl)cc1CO3,?,5%,-15%

# Later entries.
SMILES,DT40 TDP1 no CPT,TDP1 block,GCN5L2 inh
CCOC(=O)C1CCN(C(=O)c2ccccc2NS(=O)(=O)c2ccc(F)cc2)CC1,-5%,0%,8%
COc1cccc(/C=N/NC(=O)c2ccc3nc[nH]c3c2)c1,-1%,-1%,1%
Cc1nnc(SCC(=O)Nc2ccc3c4c(cccc24)CC3)n1C,8%,-1%,0%
CCCc1ccc2c(N)c(C#N)sc2n1,?,3%,-9%
Cc1ccc(CNS(=O)(=O)c2c(C(=O)N3CCC(C)CC3)c(C)n(C)c2C)cc1,-29%,4%,1%
CN1CC2([N+](=O)[O-])CC=C(OCCO)C([N+](=O)[O-])(C1)C2 (centres undefined),-5%,3%,1%
Cc1ccc(C)c(N2CCN(C(=O)c3c4c(nc5ccccc35)C(=O)N(C3CCCCC3)C4)CC2)c1,18µM*,3%,-15%
Cc1cccc(-n2c(O)c(C=Nc3ccccc3-c3n[nH]c(=S)[nH]c3=O)c3ccccc3c2=O)n1,?,-3%,-8%
c1ccc(Cn2nnnc2CN2CCOCC2)cc1,1%,0%,-26%
O=C(CSc1n[nH]c(=O)n1-c1ccccc1)Nc1ccccc1C(F)(F)F,11%,.,2%
CCc1ccc(C(=O)CCC2CCCCC2=O)cc1 (centres undefined),16µM*,-2%,0%
CCOc1ccc(N(CC(=O)NC2CCCCCC2)S(=O)(=O)c2c(C)[nH]c(=O)[nH]c2=O)cc1,10%,0%,-8%
O=C(NCc1cccnc1)C(=O)NCC(c1cccnc1)N1CCN(c2ccc(F)cc2)CC1 (centres undefined),18µM*,5%,-11%
CC(=O)N(CC1CCCO1)c1nnc(-c2ccccn2)s1 (centres undefined),6%,2%,-1%
C=CCOc1c(CNc2ccc(C(=O)O)cc2)cccc1OCC,-9%,3%,-2%
COc1ccc(N2C(=O)C(Cl)=C(Nc3ccc(OC)cc3OC)C2=O)cc1,?,5%,1%
COc1ccc(OCC(=O)NC2CCSc3ccccc32)cc1 (centres undefined),?,2%,3%
CCn1nccc1C(=O)Nc1nc2ccccc2n1CCN1CCCCC1,?,0%,3%
CCOC(=O)C1=C(c2ccccc2)NC(=O)NC1c1cc(OC)c(OC)c(OC)c1 (centres undefined),0%,0%[56.1 µM],-7%
COc1cc(S(=O)(=O)n2nnc3ccccc32)c(OC)cc1Cl,?,-9%[56.1 µM],-2%

# Compounds above with a thiophene ring, fused or not (10):
SMILES,DT40 TDP1 no CPT,TDP1 block,GCN5L2 inh
CCSc1nc(-c2cccs2)nc2ccccc12,18µM*,-3%,-4%
Cc1cc(NC(=O)CSc2nc3c(sc4ccccc43)c(=O)n2CCc2ccccc2)n[nH]1,?,5%,-4%
O=C(O)COc1ccc(/C=N/n2cnc3scc(-c4cccs4)c3c2=O)cc1,-12%,6%,-3%
CCc1ccc2c(c1)[C@H]1OCC[C@H]1[C@@H](c1cccs1)N2,7.3µM*,0%,-8%
CC(=O)NC1=NN(C(C)=O)C(c2cccs2)S1 (centres undefined),2%,0%,-3%
O=C(N/N=C/c1cccs1)C(=O)Nc1cccc(Cl)c1,?,-3%,1%
CCN(CC)CCNC(=O)c1cc2c(=O)n(CC)c3ccccc3c2s1,18µM*,.,-4%
CC1(C)Cc2c(sc3ncn4c(=S)[nH]nc4c23)CO1,-10%,11%,22µM*
CCn1c(=O)c2cc(C(=O)NCC(OC)OC)sc2c2ccccc21,?,.,-2%
CCCc1ccc2c(N)c(C#N)sc2n1,?,3%,-9%

# Some of the compounds tested; the hit share may differ from the screen's.
